STEP inh: inhibitors of human striatal-enriched phosphatase STEP | recombinant STEP, OMFP fluorogenic substrate, fluorescence | actives 0.25% (n = 360,000) | inhibition, % at 20 µM | P54829;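 active means inhibition at 20 µM, scaled per plate between control wells, above about 37%, limit read from the data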;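 further: 0% = DMSO with enzyme and substrate and 100% = substrate only without enzyme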
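System: STEP phosphatase, cell-free reaction; Buffer or medium: Bis-Tris pH 6.0 buffer with DTT, detergent; Incubation: 20 min at room temperature, dark; Measured by: fluorescence, 480/540 nm.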
Tb MetRS inh: Trypanosoma brucei MetRS inhibition | AID 624268 | purified T. brucei MetRS, ATP depletion, Kinase-Glo luminescence | actives 0.4% (n = 360,000) | inhibition, % at 11.9 µM;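 active means inhibition above a per-plate cutoff of the control wells' mean inhibition plus 3 SD, cut at about 5.5% in these data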;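 further: 0% = DMSO wells median and 100% = median of wells with control inhibitor compound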
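Test system: purified T. brucei MetRS enzyme. Also added: ATP, methionine and E. coli bulk tRNA substrates. Compound: 11.9 µM single point. Schedule: 15 min enzyme-compound preincubation, 2 h reaction, 10 min detection, 25 °C. Signal: luciferase luminescence of residual ATP, Kinase-Glo. Evaluation: percent inhibition versus plate control medians. Controls: DMSO wells, low control.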
SKN-1 inh: inhibitors of C. elegans SKN-1. C. elegans VP596 Pgst-4::GFP/RFP ratio, acrylamide-induced, 24 h. inhibition, % at 21.8 µM. actives 0.49% (n = 360,000). AID 624304;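 active means interference check ratio from 0.5 to 1.5 plus GFP to RFP signal ratio inhibition reaching or exceeding a fixed threshold, cut at about 30% in these data, passing the limit was not always enough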; further: some compounds called inactive have numbers as strong as hits
NadD inh: NadD (S. aureus) enzyme inhibition; purified NadD enzyme, colorimetric absorbance read-out; inhibition, % at 20 µM; actives 0.78% (n = 360,000); AID 602399; in the data active means inhibition above about 26%; further: some compounds past the cut are filed as inactive
LMPTP inh: LMPTP (human) inhibition | recombinant LMPTP-A, OMFP fluorogenic substrate, fluorescence intensity | P24666 | AID 651560 | inhibition, % at 20 µM | actives 0.22% (n = 360,000);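 active means compounds that cut the enzyme signal by at least half of the control window in the single-dose screen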;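 further: plate controls were DMSO wells with enzyme plus substrate for no effect and substrate without enzyme for full effect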
Target sequence (P24666 whole entry, looked up): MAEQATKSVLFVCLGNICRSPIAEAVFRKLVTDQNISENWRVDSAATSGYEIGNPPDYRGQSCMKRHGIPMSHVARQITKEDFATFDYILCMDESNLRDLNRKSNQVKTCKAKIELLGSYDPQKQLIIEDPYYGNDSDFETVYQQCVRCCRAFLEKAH
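Assay system: LMPTP-A, protein tyrosine phosphatase of low molecular weight / Medium: pH 6.0 Bis-Tris buffer with DTT and Triton X-100 / Schedule: 50 min enzyme reaction at room temperature, protected from light / Measured by: endpoint fluorescence intensity from OMFP dephosphorylation / Read-out basis: % inhibition relative to no-enzyme and uninhibited control wells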
Scp1 inh: blocks human Scp-1 phosphatase activity. Q9GZU7. Recombinant Scp1, phosphopeptide, malachite green phosphate absorbance. inhibition, % at 20 µM. actives 0.88% (n = 340,000);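 active means inhibition above about 50% at 20 µM, limit read from the data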;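 further: plate controls were DMSO wells with enzyme for no effect and wells lacking enzyme for full effect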
Target sequence (Q9GZU7 76-261 limits assumed): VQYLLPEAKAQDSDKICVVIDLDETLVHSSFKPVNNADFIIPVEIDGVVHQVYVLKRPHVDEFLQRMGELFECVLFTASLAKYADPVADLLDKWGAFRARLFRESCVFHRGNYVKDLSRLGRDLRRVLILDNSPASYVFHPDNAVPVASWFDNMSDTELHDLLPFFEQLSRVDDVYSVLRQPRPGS
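Test system: SCP-1 phosphatase catalytic domain, residues 76-261; measured by: colorimetric phosphate reagent with accelerator and stabiliser, absorbance at 630 nm; timing: enzyme reaction 45 min at room temperature, colour 5 min, stabilisation 30 min; also added: Phosphorylated 17-residue peptide substrate; compound dosing: one concentration, 20 µM, with 1.0% DMSO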
NRP1-CendR mod: alters CendR peptide binding to human NRP-1. O14786. inhibition, % at 25 µM. actives 0.85% (n = 360,000). FAM-RPARPAR peptide binding to NRP-1, fluorescence polarization;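 active means inhibition or corrected inhibition above about 18%, plus a signal ratio from 0.5 to 1.5, limit read from the data, passing the limit was not always enough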; further: strong numbers were not always called active
DNMT1 inh: blocks human DNA methyltransferase DNMT1 | P26358 | DNMT1 molecular beacon, Hinp1I cleavage, fluorescence | actives 0.83% (n = 360,000) | inhibition (reported as % activation of signal), % at 10 µM | AID 588458; in the data active means inhibition above about 50%
Neddyl block: cullin neddylation inhibition | actives 0.58% (n = 360,000) | AID 651699 | P61081+Q13564 | calls only at 25 µM | TR-FRET cullin neddylation, biochemical; in the data active means inhibition above about 36%
SUMO1-SIM PPI: alters human SUMO1 binding to SIM partners; actives 0.33% (n = 360,000); SUMO1 binding to a labelled peptide, TR-FRET, 1 h; inhibition, % at 20 µM; AID 602429; in the data active means inhibition above about 37%
Target sequence (P63165 whole entry, looked up): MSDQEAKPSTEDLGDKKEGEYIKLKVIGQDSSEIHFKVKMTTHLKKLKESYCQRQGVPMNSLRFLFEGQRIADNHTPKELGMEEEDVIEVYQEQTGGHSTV
Numbers without * were called inactive; i = inactive; / = not tested or not shown; + = active, no number.

item	Molecule	STEP inh	Tb MetRS inh	SKN-1 inh	NadD inh	LMPTP inh
1	CCOC(=O)C1=C(O)/C(=C/c2ccc(OCC(=O)O)c(OCC)c2)SC1=Nc1ccc(OC)cc1	4	-0.3	6	-1	2.5
2	CCN(CC)c1ccc(C2C3CCCCC3(O)CCN2CC(=O)N2CCCCC2)cc1 (stereo not drawn)	1	-0.9	-1	4	0.0
3	CCOc1ccccc1OCCCC(=O)N1CCN(S(=O)(=O)c2ccc(C)cc2)CC1	-2	-1.2	6	9	0.8
4	CC(C)C(=O)c1cn(CC(=O)N2CCCc3ccccc32)c2ccccc12	1	-1.0	7	-11	-0.7
5	NC(=O)c1ccsc1NC(=O)COC(=O)COc1ccccc1F	-2	0.6	10	-7	-0.3
6	Cc1ccc(P(=O)(CSC(=N)N)c2ccc(C)cc2)cc1	-2	2.1	1	-1	-0.6
7	CCCc1cc(=O)oc2cc(C)cc(OCc3nn[nH]n3)c12	-17	-1.1	3	4	-1.8
8	COc1ccc2sc(N(CCCN(C)C)C(=O)c3ccc(C(=O)c4ccccc4)cc3)nc2c1	6	-0.7	6	-2	-3.2
9	Cc1cc(C)c(NS(=O)(=O)c2c(C(=O)N3CCOCC3)c(C)n(C)c2C)c(C)c1	-1	0.5	-2	1	-0.9
10	COc1ccc(S(=O)(=O)NC2CCCCC2)cc1F	0	-0.1	15	-2	-0.2
11	O=C(COC(=O)c1ccccc1N1C(=O)C2C3CCC(C3)C2C1=O)c1ccccc1 (stereo not drawn)	3	-0.1	8	-1	-1.8
12	Cc1ccc(C(O)c2ncc(-c3ccc(F)cc3)[nH]2)c(C)c1 (stereo not drawn)	-1	-0.7	5	-4	-0.8
13	S=c1[nH]nc(-c2cc(-c3ccccc3)n[nH]2)n1/N=C/c1ccc(Br)s1	3	0.4	19	43*	28
14	Cc1ccc(OCCC(=O)Nc2c(C)n(C)n(-c3ccccc3)c2=O)cc1	1	0.0	6	5	-1.4
15	COc1ccccc1-n1c(SCC(=O)N(C)C)nnc1-c1ccco1	-1	-1.0	-9	-2	-3.1

item	Scp1 inh	NRP1-CendR mod	DNMT1 inh	Neddyl block	SUMO1-SIM PPI
1	-5	-29	-1	i	-12
2	-2	11	2	i	-2
3	-5	3	0	i	0
4	-9	16	-5	i	-3
5	-3	-11	1	i	1
6	-10	14	2	i	-2
7	0	-9	0	/	5
8	7	-17	0	i	-13
9	-9	6	-1	i	7
10	-5	-1	2	i	1
11	-3	0	-2	i	-2
12	/	-13	5	i	3
13	0	-14	28	+	61*
14	0	2	2	i	0
15	8	-1	-6	i	6

The listing continues:
item	Molecule	STEP inh	Tb MetRS inh	SKN-1 inh	NadD inh	LMPTP inh
16	CN(C)CCCN(C(=O)c1ccc(S(=O)(=O)N(C)Cc2ccccc2)cc1)c1nc2c(F)cccc2s1	-2	0.0	-8	2	-0.6
17	Cc1c(C)c2ccc(OCC(=O)Nc3ccc(CN4CCOCC4)cc3)cc2oc1=O	2	-0.7	-2	-2	9.2
18	O=c1c2ccccc2ncn1Cc1ccco1	-2	-1.0	10	-2	-0.2
19	CC1CCN(C(=O)C(C)Sc2nc(-c3ccccc3)cc(C(F)(F)F)n2)CC1 (stereo not drawn)	4	-0.3	4	-2	2.4
20	COc1ccc(CCN2CC34C=CC(O3)C(C(=O)NCc3ccccc3Cl)C4C2=O)cc1OC (stereo not drawn)	-2	-1.2	-3	-1	-1.3
21	CN(C)S(=O)(=O)c1ccc(NC(=O)CSc2nnc(-c3ccco3)o2)cc1	-3	-0.5	-14	-1	-0.6
22	CCOc1ccc(NC(=O)C(c2ccccn2)N(C(=O)CCl)c2ccc(OC)cc2)cc1 (stereo not drawn)	-2	-0.6	7	-7	-1.9
23	COc1ccc(NC(C)=O)cc1S(=O)(=O)NC(C)c1ccc(-n2ccnc2)cc1 (stereo not drawn)	0	0.0	2	4	-1.5
24	COc1ccc(-c2sc3cc(OC)ccc3c2-c2ccc(OCCN3CCOCC3)cc2)cc1	-1	-1.2	-10	-3	1.2
25	Cc1sc(N)nc1-c1c(C)n(C)c2ccccc12	5	-0.9	7	-2	-0.3
26	CCOc1ccc(N=C(C)c2ccccc2O)cc1	-3	-0.3	18	0	-0.5
27	O=C(CN1CCCC1)N1c2ccccc2Sc2ccccc21	-4	-0.9	-8	22	1.0
28	Cn1c(=O)c2c(nc(SCC(=O)Nc3ccccc3N3CCCCC3)n2C)n(C)c1=O	-8	-0.1	1	5	-0.1
29	Cc1ccc(S(=O)(=O)NCC(=O)OCC(=O)NCc2cccs2)cc1	-1	1.2	-13	-1	0.5
30	COc1ccc(CCNC(=O)C(=O)NCC2OCCN2S(=O)(=O)c2ccc(Br)cc2)cc1 (stereo not drawn)	-1	-0.9	-12	1	-1.0

item	Scp1 inh	NRP1-CendR mod	DNMT1 inh	Neddyl block	SUMO1-SIM PPI
16	0	8	0	i	-5
17	-6	4	-4	+	2
18	-4	3	-1	i	-1
19	-10	8	1	i	-1
20	4	22	-1	i	-3
21	-6	-11	0	i	1
22	-8	-1	-18	i	-2
23	-2	4	6	i	1
24	4	7	-15	i	9
25	-5	2	-3	i	0
26	3	-10	2	i	-2
27	7	-1	-4	i	0
28	1	6	3	i	4
29	1	-10	3	i	-2
30	1	1	-2	i	-4

The list continues:
item	Molecule	STEP inh	Tb MetRS inh	SKN-1 inh	NadD inh	LMPTP inh
31	COc1cc(OC)cc(-c2c(C#Cc3ccsc3)c3cc(-c4ccc(SC)cc4)ccc3n2C)c1	3	-0.1	13	12	1.6
32	CCOC(=O)N1CCN(S(=O)(=O)c2c(C)nc3scc(C)n3c2=O)CC1	-2	0.0	17	-2	-0.4
33	CC1CCN(CC(=O)c2c[nH]c3ccccc23)CC1	-2	0.5	-20	2	-1.2
34	O=S(=O)(c1ccc(Cl)cc1Br)N1CCCCC1	-3	-0.1	1	-6	0.8
35	Cc1ccc(N2C(=O)C3ON(c4ccccc4)C(c4ccncc4)C3C2=O)cc1 (stereo not drawn)	-2	0.2	21	-1	0.1
36	CC(C)N(CCO)C(=O)CCc1nnc(CCCc2ccccc2)o1	0	-0.6	2	-1	-1.4
37	COc1ccc(OC)c(CN2CCN(C(=O)c3cccc(S(=O)(=O)Nc4ccc(F)cc4)c3)CC2)c1	-3	0.3	7	0	0.2
38	Cc1ccnc2nc(C(=O)Nc3ccc(S(=O)(=O)N4CCCC4)cc3)nn12	-4	-0.1	-8	-3	-0.6
39	COc1cccc(-c2sc3ccccc3c2-c2ccc(OCCN3CCCC3)cc2)c1	1	-0.3	0	7	2.4
40	CC1=C(C(=O)OCc2ccccc2)C(c2cccnc2)n2ncnc2N1 (stereo not drawn)	-3	-0.4	10	-17	-2.0

item	Scp1 inh	NRP1-CendR mod	DNMT1 inh	Neddyl block	SUMO1-SIM PPI
31	0	0	3	i	-9
32	-7	0	1	i	1
33	9	-10	-11	i	-6
34	-4	-1	4	i	2
35	0	-16	-3	i	2
36	-4	0	2	i	4
37	-2	-2	-7	i	11
38	-4	-2	3	i	0
39	5	17	13	i	-180
40	11	3	0	i	1

Bioassay records: PubChem, several laboratories

Rows are unselected, and some 4.6% of all compounds hit somewhere here.
